# M1 ag – human M1 muscarinic receptor agonists, primary screen, Fluo-8 calcium fluorescence, CHO-K1 cells, HTS. activation, % at 3 µM. actives 0.33% (n = 360,000). CHO-K1 hM1, agonist mode; 0% DMSO, 100% acetylcholine EC100. Muscarinic acetylcholine receptor M1 (Homo sapiens), P11229;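 active = activation above the run's mean compound activation plus 3 SD, cut at about 16% in these data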;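 note: peak over basal fluorescence ratio within a 140 s kinetic read after compound addition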
# TAAR1 ag – human TAAR1 agonists, primary screen, Fluo-8 calcium fluorescence, CHO RD-HGA16 cells; Trace amine-associated receptor 1 (Homo sapiens), Q96RJ0; vehicle wells 0%, saturating PEA agonist 100%; activation, % at 3 µM; actives 0.99% (n = 360,000); AID 624467, 2012;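 active = activation above the mean activation of all test compounds in the run plus 3 SD, cut at about 38% in these data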
#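 Signal – calcium-sensitive Fluo-8 signal, excitation 470-495, emission 515-575 nm · System – RD-HGA16 (CHO) cells co-expressing Gα16 and hTAAR1 · Incubation – 17-24 h seeding, 75 min 37 °C dye, 30 min RT · Compound dosing – 3 µM single concentration · Repeats – no replicates (n 1)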
# M5 PAM – human M5 muscarinic receptor positive allosteric modulators, primary screen, CHO-K1 cells, Fluo-8 calcium fluorescence | Muscarinic acetylcholine receptor M5 (Homo sapiens), P08912 | CHO-K1 hM5, ACh EC20 PAM; 0% = ACh EC20, 100% = ACh EC100 | activation, % at 3 µM | actives 0.3% (n = 360,000) | AID 624038, 2012;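 active = activation above the run cutoff, the mean activation of all test compounds plus 3 SD, cut at about 18% in these data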
# Target sequence (P08912 whole entry, looked up): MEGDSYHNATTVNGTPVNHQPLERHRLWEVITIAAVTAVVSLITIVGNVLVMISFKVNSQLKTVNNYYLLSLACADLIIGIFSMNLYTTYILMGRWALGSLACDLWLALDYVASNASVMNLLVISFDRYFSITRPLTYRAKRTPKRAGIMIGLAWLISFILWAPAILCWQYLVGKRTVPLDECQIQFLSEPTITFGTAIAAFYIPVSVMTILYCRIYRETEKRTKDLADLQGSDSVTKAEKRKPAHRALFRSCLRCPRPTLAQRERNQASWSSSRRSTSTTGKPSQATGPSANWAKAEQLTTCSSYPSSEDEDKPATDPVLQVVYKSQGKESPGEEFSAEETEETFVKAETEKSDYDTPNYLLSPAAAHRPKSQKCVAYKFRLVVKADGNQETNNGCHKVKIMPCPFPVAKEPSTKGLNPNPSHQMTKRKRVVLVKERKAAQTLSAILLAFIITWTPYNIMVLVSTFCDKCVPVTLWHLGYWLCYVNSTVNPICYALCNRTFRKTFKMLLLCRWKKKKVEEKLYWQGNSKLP
#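 System: CHO-K1 hM5 cells. Reagent: acetylcholine, EC20 level. Compound dosing: single dose, 3 µM nominal final test concentration. Timing: Post-acetylcholine fluorescence recording 140 s. Detection: Fluo-8 calcium fluorescence. Read-out: % activation, ACh-normalized. Benchmarks: ACh EC20 and EC100 wells. Repeats: singlicate, one well per test compound.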
# M5 antag – human M5 muscarinic receptor antagonists, primary screen, CHO cells, Fluo-8 calcium fluorescence | CHO-hM5 cells, ACh EC80 | inhibition, % at 3 µM | actives 0.59% (n = 360,000) | AID 624040, 2012;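 active = inhibition above a per-plate cutoff, the mean of that plate's test compounds plus 3 SD, cut at about 27% in these data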;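 note: 0% = acetylcholine EC80 with DMSO and 100% = DMSO without agonist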
# M4 antag – human M4 muscarinic receptor antagonists, primary screen, CHO cells, Fluo-8 calcium fluorescence. Muscarinic acetylcholine receptor M4 (Homo sapiens), P08173. CHO-hM4 cells, ACh EC80. inhibition, % at 3 µM. actives 0.73% (n = 360,000);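 active = inhibition above its plate's cutoff, the mean inhibition of sample wells plus 3 SD, cut at about 27% in these data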;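 note: 0% = acetylcholine EC80 with DMSO and 100% = DMSO without agonist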
# Target sequence (P08173 whole entry, looked up): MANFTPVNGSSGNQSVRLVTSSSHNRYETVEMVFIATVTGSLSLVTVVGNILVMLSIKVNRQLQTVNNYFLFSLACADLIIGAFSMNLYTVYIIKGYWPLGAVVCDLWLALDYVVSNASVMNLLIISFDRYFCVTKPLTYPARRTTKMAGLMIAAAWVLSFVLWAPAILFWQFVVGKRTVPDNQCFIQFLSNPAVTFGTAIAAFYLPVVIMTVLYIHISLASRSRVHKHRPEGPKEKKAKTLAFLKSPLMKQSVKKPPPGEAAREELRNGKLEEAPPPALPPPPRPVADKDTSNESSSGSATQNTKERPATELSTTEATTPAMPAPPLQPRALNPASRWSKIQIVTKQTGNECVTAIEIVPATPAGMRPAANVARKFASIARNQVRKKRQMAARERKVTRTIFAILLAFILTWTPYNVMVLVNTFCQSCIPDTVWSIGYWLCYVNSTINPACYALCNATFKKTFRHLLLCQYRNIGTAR
# CHRM1 PAM – human M1 muscarinic receptor positive allosteric modulators, primary screen, CHO-K1 cells, Fluo-8 calcium fluorescence, 1536-well. AID 588819, 2011. CHO-K1 hM1, ACh EC20; 0% = ACh EC20, 100% = maximal ACh. actives 0.088% (n = 360,000). activation, % at 3 µM; in the data active = activation above about 19%, passing the limit was not always enough
# CHRM4 agonist – human M4 muscarinic receptor agonists, primary screen, CHO-K1 cells, Fluo-8 calcium fluorescence | Muscarinic acetylcholine receptor M4 (Homo sapiens), P08173 | CHO-K1 hM4/Gqi5; vehicle 0%, full acetylcholine response 100% | activation, % at 3 µM | actives 0.14% (n = 360,000);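 active = activation above the run mean over all test wells plus 3 SD, cut at about 32% in these data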;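 note: peak over basal fluorescence ratio per well then scaled between controls; 0% = DMSO wells and 100% = acetylcholine at EC100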
# CHRM1 antagonist – human M1 muscarinic receptor antagonists, primary screen, CHO-K1 cells, Fluo-8 calcium fluorescence, 1536-well | Muscarinic acetylcholine receptor M1 (Homo sapiens), P11229 | CHO-K1 hM1, ACh EC80 antagonist | inhibition, % at 3 µM | actives 1.3% (n = 360,000);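 active = percent inhibition above its own plate's cutoff, namely the mean of that plate's compound wells plus 3 SD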;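 note: peak over basal fluorescence ratio during 140 s after agonist addition; 0% = ACh EC80 plus DMSO and 100% = DMSO alone without agonist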
# CHRM5 agonist – human M5 muscarinic receptor agonists, primary screen, CHO-K1 cells, Fluo-8 calcium fluorescence | Muscarinic acetylcholine receptor M5 (Homo sapiens), P08912 | CHO-K1 hM5 cells; 0% DMSO wells, 100% maximal acetylcholine response | activation, % at 3 µM | actives 0.19% (n = 360,000) | AID 624037, 2012;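 active = activation above the run's mean over test compounds plus 3 SD, cut at about 23% in these data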;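 note: signal is peak over basal fluorescence ratio across the kinetic read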
# An asterisk follows results filed as active; x = no result given. The list is partial; count on the stated rates, not on these rows.
SMILES,M1 ag,TAAR1 ag,M5 PAM,M5 antag,M4 antag,CHRM1 PAM,CHRM4 agonist,CHRM1 antagonist,CHRM5 agonist
O=C(NCc1cccc(Cl)c1)c1cc(COc2ccc3ncccc3c2)on1,-2.6,19.0,-23.2,22.2,10.6,-9.6,17.1,27.7,4.4
Cc1noc(C)c1CSc1nc2ccccc2n1CCc1ccccc1,-6.4,0.6,-4.0,-4.1,2.0,-18.0,-1.5,2.0,-7.2
O=C(/C=C/c1cccs1)N1CCC2(CC1)Oc1ccc(F)cc1C(=O)C21CC(c2ccccc2)=NO1 (stereo not drawn),-2.0,11.4,-2.6,3.7,-4.2,10.1,4.0,-8.7,3.1
Cc1nc2c3ccccc3nc(NNC(=O)CCC(=O)N3CCCC(C)C3)n2n1 (stereo not drawn),-3.8,10.5,2.6,-26.8,-12.4,4.6,1.5,-0.9,-5.2
COc1ccc(-c2ccc(C(=O)Nc3cccc(Oc4ccccc4)c3)c3occc23)c(C)c1,-2.0,1.4,-0.4,-0.5,10.3,7.0,0.6,-10.6,2.2
COC(=O)Cn1c(Cc2ccccc2)nc2ccccc21,-2.4,7.1,2.0,6.5,2.3,9.6,0.0,-21.8,1.5
Cc1ccc(NC(=O)C2CC(O)CN2C(=O)OCc2ccccc2)cc1C (stereo not drawn),-2.1,-0.9,-7.3,22.4,9.5,5.9,0.2,-6.0,-3.4
COc1ccc2c(c1)SCC(=O)N2C,-2.7,12.4,-3.2,5.5,0.7,0.7,0.2,-3.5,-4.0
CC(=O)C1C(c2cn(-c3ccccc3)nc2-c2cccs2)NC(=O)NC1(O)C(F)(F)F (stereo not drawn),-7.2,x,3.2,-11.6,-0.6,12.2,1.8,-17.1,-2.6
COc1ccc(S(=O)(=O)NCc2cc(-c3ccccc3Cl)no2)cc1,-4.6,3.2,0.6,-8.9,-2.0,3.2,0.3,5.5,-0.2
COc1ccc(Cc2nnc(N/N=C/c3ccc(C)o3)[nH]c2=O)cc1,-4.5,3.9,-2.2,-0.8,1.0,5.0,0.0,-5.5,-4.0
O=C(Nc1ccc2sc3ccccc3c(=O)c2c1)c1ccccc1Cl,-2.9,7.4,2.3,1.4,-1.2,-2.5,2.1,6.1,0.8
O=C(COc1cccc(F)c1)Nc1nc(-c2ccncc2)cs1,-3.9,6.6,-5.3,5.0,10.1,-3.3,7.0,0.2,0.1
CCn1cc(C(=O)NC(=S)Nc2ccccc2[N+](=O)[O-])cn1,0.8,3.4,6.6,-10.0,-11.8,-1.5,8.6,-14.7,2.5
C#CCOc1ccc(CNC[C@H]2O[C@@H](n3ccc(=O)[nH]c3=O)[C@H](O)[C@@H]2O)cc1,-4.6,0.4,1.6,6.0,3.5,2.6,-0.2,-23.5,0.0
Cc1cc(NC(=O)c2noc3c2CCc2ccccc2-3)n(-c2ccccc2)n1,-0.3,-0.4,-0.6,3.7,-7.1,11.2,1.1,-6.8,0.4
O=C(c1ccc(F)cc1)C1CCN(C(=O)c2ccc(F)cc2)CC1,-0.1,10.2,-4.6,4.4,4.9,16.1,3.5,-17.1,3.6
COc1ccc(CN(C(=S)Nc2ccccc2)C2CC(=O)N(c3ccc(Cl)cc3)C2=O)cc1 (stereo not drawn),-1.1,8.0,3.0,2.1,4.7,7.1,2.0,-35.1,-0.6
COC(=O)c1c(NC(=O)c2cccnc2)sc(C(=O)N(C)C)c1C,-12.3,1.0,-0.4,6.0,-6.8,1.5,0.5,-1.5,-6.8
O=C(O)CCCC(=O)Nc1nc(-c2ccccc2)cs1,1.4,11.8,0.2,-0.1,5.0,-7.1,0.3,10.0,-4.0
COC(=O)[C@@H]1C[C@@]2(O)[C@@H](O)[C@@H](O)[C@@H](O)C[C@H]2N1CC(c1ccccc1)c1ccccc1,-0.9,6.3,-1.4,12.6,3.9,10.1,0.2,-8.0,0.5
COc1cc(/C=N/NC(=O)c2cc(-c3ccccc3Cl)nc3ccccc23)cc(OC)c1O,-1.9,5.8,-3.3,1.3,-11.4,2.1,7.0,1.2,-0.6
Cc1nc(N2CCN(C)CC2)[nH]c(=O)c1Cc1cccc2ccccc12,-3.4,3.0,4.9,-7.9,2.9,11.9,2.5,-10.3,-1.4
Cc1onc(-c2ccccc2)c1C(=O)N1CCCCCC1,-1.9,-0.2,-0.5,3.8,-11.9,2.9,0.9,-1.3,-0.9
CN1CCN(CC(=O)Nc2cc(S(=O)(=O)N3CCOCC3)ccc2Cl)CC1,-6.4,3.7,0.8,2.7,-10.4,13.3,1.2,-18.1,-2.7
Cc1ccc(C)c(S(=O)(=O)N(C)C2CCS(=O)(=O)C2)c1 (stereo not drawn),-3.3,0.1,-4.3,5.3,0.2,0.9,0.2,4.7,1.1
CC1CN(CCN2CC(C)N(C=O)CC2C)C(C)CN1C=O (stereo not drawn),-3.9,9.1,-0.2,18.1,2.7,1.3,1.1,-13.8,-2.5
CCOc1ccc(N(C)S(=O)(=O)c2ccc3[nH]cc(C(=O)NCC(OC)OC)c(=O)c3c2)cc1,-5.7,9.1,-5.7,11.2,-3.1,-3.4,7.4,2.7,1.0
COc1ccc(C(=O)OC2C(OC)OCC(O)C2O)cc1 (stereo not drawn),2.4,1.8,6.2,7.7,-9.1,3.7,1.1,-7.1,0.8
CC(C)(C)OC(=O)NCC1CCC(C(=O)NC[C@H](CC(=O)O)c2ccc(Cl)cc2)CC1 (stereo partly drawn),1.8,-0.6,-2.0,-4.1,2.1,16.9,0.3,-21.8,0.4
CCCc1cc(=O)n2[nH]c(NCc3ccccc3F)nc2n1,-1.5,3.2,-8.6,-0.4,-1.7,8.6,0.2,-3.8,-5.1
Cc1ccc(C(=O)NC(=S)/C=C2\N(C)c3ccccc3C2(C)C)cc1,-2.6,-0.2,0.6,24.0,4.3,9.9,1.4,-1.5,-1.5
O=C(Cc1coc2ccc3ccccc3c12)NCc1cccs1,-5.0,-1.2,-0.2,4.2,-2.3,9.5,0.7,-9.9,-1.2
COc1ccc(S(=O)(=O)N2CCCN(CC(=O)Nc3cc(NC(C)=O)ccc3OC)CC2)cc1,-4.5,9.5,-0.9,-3.4,-3.9,0.5,1.9,-18.9,-1.6
CCN(CC1CCCO1)C(=O)c1cc(COc2ccc(F)cc2F)on1 (stereo not drawn),-1.0,0.8,-0.4,-1.9,-4.2,3.8,2.4,-5.7,-2.4
CCC1CCCCN1CCCNC(=O)Cn1c(=O)c2cccn2c2cccnc21 (stereo not drawn),-4.6,0.8,1.9,9.2,-1.4,2.3,-0.7,-14.1,-4.8
COc1cc2ccc(=O)oc2cc1O,-2.4,1.0,0.5,0.8,-8.8,9.8,0.3,-17.2,1.4
CCN(CC)c1ccc(S(=O)(=O)N2CCOCC2)cc1NC(=O)Nc1ccccc1,-1.4,5.6,-0.1,1.3,-2.1,-7.8,2.0,1.1,-1.4
Cn1c(NCc2ccco2)nc2c1c(=O)n(Cc1ccc(Cl)c(Cl)c1)c(=O)n2C,-0.1,11.3,1.5,-6.0,-1.8,-5.5,1.4,-11.4,0.3
Cc1cc(C(=O)OCC(=O)Nc2ccccc2C)c(C)o1,-2.5,3.2,-15.0,14.7,8.2,1.3,1.1,-3.9,-0.3
Cc1cc(CSc2ccccc2)ccc1NC(=O)c1ccc(Br)cc1,-6.6,4.6,-8.0,2.3,-3.5,8.3,1.2,-3.6,-2.6
O=C(Nc1nc(-c2cccs2)cs1)c1ccc(S(=O)(=O)N2CCCCC2)cc1,-4.4,-0.6,-8.5,3.7,-12.6,-4.5,6.9,7.3,0.8
COc1cccc(-c2nnc(SC(C(=O)c3c[nH]c4ccccc34)c3ccccc3)n2C)c1 (stereo not drawn),-6.2,7.2,0.9,-0.4,-4.4,13.2,1.2,-5.5,-3.9
COc1ccc(/C=N/NC(=O)C2C3CCCCC32)cc1OC (stereo not drawn),-1.8,4.5,5.4,1.5,2.1,-1.3,-0.7,13.8,2.0
COc1ccc(NC(=O)C2CCN(C(=O)C3CC(=O)N(c4ccc(C)cc4)C3)CC2)c(OC)c1 (stereo not drawn),-5.5,-2.9,-0.1,1.2,-29.4,7.7,1.4,-17.7,-2.4
COc1ccc(Cl)cc1NC(=O)CN(C)C(=O)C1CCN(C(=O)Nc2ccccc2)CC1,-4.1,8.6,6.3,-1.7,2.0,-5.2,1.6,10.8,5.2
C=CCN1C(=O)/C(=c2\sc3nc(=O)c(Cc4ccccc4)nn3c2=O)c2ccccc21,-4.6,-0.7,-7.5,11.2,0.8,6.5,0.3,-4.3,-5.0
CCOc1ccccc1CNc1ccc(N2CCOCC2)c(C(=O)O)c1,-4.3,x,3.0,-2.8,1.1,2.4,0.8,7.9,-0.2
C=CCN(CC(=O)NC1CC1)S(=O)(=O)c1cccc(C(F)(F)F)c1,-5.4,-2.6,14.0,4.7,-10.9,5.7,2.8,-2.0,-6.6
COc1ccccc1CCC(=O)Nc1ccc2c(c1)c(=O)n(C)n2Cc1ccc(F)cc1,-4.2,5.4,-3.7,0.3,-8.1,-0.4,6.6,-6.2,0.7
CCCc1c(C(=O)N/N=C/c2cccc(OCc3ccc(F)cc3)c2)nnn1-c1nonc1N,-1.5,8.3,2.5,-7.8,-2.2,3.3,1.1,-3.4,-2.8
O=C(c1cc(Br)c(Br)s1)N1CCOCC1,-7.7,2.7,4.7,2.0,-1.1,-2.9,1.4,12.8,-0.2
CCN(CC)S(=O)(=O)c1ccc2c(c1)[nH]c(=S)n2CC,-4.0,12.8,-0.2,-0.8,3.9,-5.9,2.3,1.7,-1.2
CCOc1ccc2c(=O)c(Oc3ccccc3OCC)coc2c1,-3.8,9.3,5.9,-9.1,8.1,-0.2,0.6,5.6,-7.4
CCc1noc(C)c1C(=O)N(CCCOC)c1c(N)n(Cc2ccccc2)c(=O)[nH]c1=O,-5.8,0.1,11.0,-6.8,-19.9,6.0,1.3,-6.1,-3.3
O=c1cc(-c2ccccc2)[nH]c2cc(F)ccc12,1.0,14.6,6.6,0.2,-4.1,14.6,1.3,-20.4,0.1

# Compound activity as filed in PubChem BioAssay.
